Assay outcomes: PubChem BioAssay, several laboratories
GC-B act: human GC-B receptor activators, primary screen, HEK293 GC-B cells, cGMP TR-FRET, EC30 CNP | Atrial natriuretic peptide receptor 2 (Homo sapiens), P20594 | 0% at EC30 CNP, 100% saturating CNP | activation, % at 10 µM | 0.11% of 370,000 active;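 active = activation at 10 µM reaching about 35% in either raw or pattern-adjusted values, limit read from the data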
ARFGAP1 inh: inhibitors of rat ARFGAP1 GAP activity, primary screen, biochemical, fluorescence polarization, GDP tracer | 0.26% of 360,000 active | inhibition, % at 16.5 µM | Arfgap1-stimulated ARF1 GTP hydrolysis, GDP FP detection | ADP-ribosylation factor GTPase-activating protein 1 (Rattus norvegicus), Q62848;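 active = inhibition above a per-plate limit, mean inhibition of low control wells plus 3 SD, cut at about 25% in these data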;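 also: 0% = DMSO wells with enzyme and 100% = wells lacking Arfgap1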
Target sequence (Q62848 1-136 limits assumed): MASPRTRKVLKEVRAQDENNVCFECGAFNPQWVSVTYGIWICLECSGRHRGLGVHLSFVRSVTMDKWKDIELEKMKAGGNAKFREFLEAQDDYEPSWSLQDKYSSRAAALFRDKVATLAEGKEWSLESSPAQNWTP
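system = rat Arfgap1 catalytic domain, aa 1-136 | technique = FP, GDP Alexa 633 tracer displaced from anti-GDP antibody, 620/688 nm | compound = one concentration, 16.5 µM, DMSO 1.26% | medium = HEPES-based buffer, pH 7.5 | timing = compound-enzyme preincubation 20 min, reaction 120 min, detection 60 min, 25 °C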
ASAP1 inh: inhibitors of human ASAP1 ArfGAP activity, primary screen, biochemical, fluorescence polarization | AID 624377, 2012 | ASAP1-stimulated ARF1 GTP hydrolysis, GDP FP detection | inhibition, % at 16.5 µM | 0.19% of 360,000 active | Arf-GAP with SH3 domain, ANK repeat and PH domain-containing protein 1 (Homo sapiens), …; in the data active = inhibition above about 25%;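 also: 0% = vehicle with enzyme and substrate and 100% = no enzyme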
Target sequence (Q9ULH1 325-724 limits assumed): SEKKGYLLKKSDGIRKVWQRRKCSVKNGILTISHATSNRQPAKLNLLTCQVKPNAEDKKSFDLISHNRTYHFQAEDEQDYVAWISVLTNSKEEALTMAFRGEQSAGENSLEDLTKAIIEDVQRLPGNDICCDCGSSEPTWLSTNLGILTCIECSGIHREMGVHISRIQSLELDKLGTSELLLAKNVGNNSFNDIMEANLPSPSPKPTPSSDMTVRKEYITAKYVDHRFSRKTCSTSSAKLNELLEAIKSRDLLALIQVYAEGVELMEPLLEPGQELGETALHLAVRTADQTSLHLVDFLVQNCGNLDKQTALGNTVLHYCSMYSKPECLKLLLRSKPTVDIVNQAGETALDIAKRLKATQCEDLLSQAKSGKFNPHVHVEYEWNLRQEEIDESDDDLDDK
NPR1 activator: GC-A stimulated cGMP production enhancers – HEK293 GC-A cells, cGMP TR-FRET, EC30 ANP, primary screen; Atrial natriuretic peptide receptor 1 (Homo sapiens), P16066; 0% at EC30 ANP, 100% saturating ANP; activation, % at 10 µM; 0.14% of 370,000 active; AID 1671463, 2021; in the data active = activation above about 40%
rCAG binder: binders of r(CAG) RNA repeats, primary screen, biochemical, fluorescence. r(CAG) RNA repeat, TO-PRO-1 dye displacement fluorescence. inhibition, % at 3 µM. AID 651821, 2012. 1.3% of 370,000 active;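 active = inhibition above the plate cutoff, the mean of all test compounds on that plate plus 3 SD, cut at about 35% in these data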;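 also: 0% = DMSO alone and 100% = 100 µM mitoxantrone as full dye displacement; higher means more dye released from RNA so lower well fluorescence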
SMARCA2 activ: SMARCA2 (BRM) function activators, primary screen, cell-based, luminescence, high throughput. activation, % at 9.1 µM. 1% of 370,000 active. AID 652017, 2013. MG213 cells, MMTV-luciferase reporter, dexamethasone, overnight; in the data active = activation above about 7.8%;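 also: 0% = vehicle wells and 100% = reference activator wells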
Rev-erbA mod: modulators of Rev-erb alpha DNA binding, primary screen, biochemical, FITC-DNA, fluorescence polarization, uHTS. activity, % at 10 µM. Nuclear receptor subfamily 1 group D member 1 (Homo sapiens), P20393. Rev-erbα–FITC-DNA binding, 90 min. 0.79% of 370,000 active;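 active = activity above about 14%, limit read from the data; passing the limit was not always enough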;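 also: 0% = DMSO wells with 35 nM protein and 100% = DMSO wells with 750 nM protein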
mABHD4 FP: ABHD4 inhibitors, primary screen, biochemical, fluorescence polarization, mouse. (Lyso)-N-acylphosphatidylethanolamine lipase (Mus musculus), Q8VD66. purified mABHD4, FP-Rh probe fluorescence polarization. inhibition, % at 8.92 µM. 0.54% of 370,000 active;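 active = inhibition exceeding the mean over every tested compound plus 3 SD, cut at about 30% in these data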;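 also: 0% = plate median of compound wells and 100% = S159A mutant with DMSO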
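Assay system: mABHD4 protein; medium: HEPES pH 7.0, NaCl, Pluronic buffer; dosing: 8.92 µM, single dose; schedule: 45 min + 60 min at 25 °C; signal: FP readout, ex 525 nm / em 598 nm; read-out: normalized percent inhibition of probe labeling; repeats: single replicate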
HTRA1 inh: HTRA1 serine protease inhibitors, primary screen, biochemical, fluorescence polarization, HTS | 0.5% of 340,000 active | Q92743 | inhibition, % at 5.96 µM | AID 504803, 2011 | recombinant HTRA1, FP-rhodamine activity-based probe; in the data active = inhibition above about 36%;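 also: 0% = enzyme with DMSO and 100% = wells lacking enzyme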
Target sequence (Q92743 whole entry, looked up): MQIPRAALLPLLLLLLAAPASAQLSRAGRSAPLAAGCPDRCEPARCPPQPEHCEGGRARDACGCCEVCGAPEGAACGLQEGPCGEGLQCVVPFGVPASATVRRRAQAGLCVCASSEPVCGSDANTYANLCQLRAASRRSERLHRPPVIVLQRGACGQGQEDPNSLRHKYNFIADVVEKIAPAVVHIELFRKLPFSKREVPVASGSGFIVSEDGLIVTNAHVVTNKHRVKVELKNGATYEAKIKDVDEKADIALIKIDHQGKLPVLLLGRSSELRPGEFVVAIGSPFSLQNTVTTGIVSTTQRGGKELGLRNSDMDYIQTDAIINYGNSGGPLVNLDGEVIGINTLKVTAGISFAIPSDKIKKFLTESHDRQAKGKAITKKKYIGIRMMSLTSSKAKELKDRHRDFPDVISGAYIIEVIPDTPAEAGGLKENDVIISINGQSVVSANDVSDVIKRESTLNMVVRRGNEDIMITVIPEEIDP
PG9 binder: binders of HIV-1 gp120 antibody PG9, primary screen, biochemical, TR-FRET; HIV-1 gp120 / PG9 antibody interaction; TR-FRET gp120-PG9 antibody binding; inhibition, % at 6.7 µM; 0.43% of 360,000 active; AID 624416, 2012; in the data active = inhibition above about 8.5%
* = called active by the depositor; nt = no result given. Random draw from the library. Share with any hit: about 4.4%.

SMILES	GC-B act	ARFGAP1 inh	ASAP1 inh	NPR1 activator	rCAG binder	SMARCA2 activ	Rev-erbA mod	mABHD4 FP	HTRA1 inh	PG9 binder
O=C(NCCc1c[nH]c2ccccc12)c1[nH]c(C(F)(F)F)nc1-c1ccccc1	-7	6	0	-4	9	-5	1	-9	nt	-0.9
C#CCN1CC(COCCCC)Oc2cccc(F)c2S1(=O)=O (configuration not stated)	1	19	5	1	2	-3	-1	-1	nt	1.4
CCCCC(c1nnnn1C(C)C)N1CCN(C(=O)c2ccco2)CC1 (configuration not stated)	5	13	3	-5	-1	-2	7	8	-4	2.7
CCN(CC)c1ccc(S(=O)(=O)N2CCOCC2)cc1NC(=O)CSc1n[nH]c(N)n1	3	-1	1	0	2	-1	1	-2	7	0.7
O=C(Nc1c(C(=O)N2CCCCC2)cnn1-c1ccccc1)c1ccco1	-3	-10	11	3	-3	1	6	8	2	-1.4
CCN(CC)C(=O)c1sc(NC(=O)c2ccc3c(c2)OCO3)c(C(N)=O)c1C	-6	0	-6	3	-1	3	-3	2	-10	-0.7
O=C(c1cccn2c(=O)c3cc(Br)ccc3nc12)N1CCN(c2ccccn2)CC1	-4	-7	-2	-1	2	-2	-5	3	6	2.5
CN(CCc1ccccn1)c1ccccc1	-5	-3	-16	-2	1	0	0	10	6	-1.2
CN1CCCC1CCNc1ccc2sc3ccccc3c(=O)c2c1 (configuration not stated)	-7	14	3	0	7	11*	-1	15	5	-11
O=C1CN(C(=S)NC(=O)c2ccc(-c3ccccc3)cc2)CCN1	4	8	-6	15	13	10*	3	2	2	-1.8
O=C(CCCN1C(=O)C(c2ccccc2)Oc2cccnc21)Nc1ccccc1Br (configuration not stated)	-2	5	-11	0	3	-1	0	-2	-6	-0.7
COc1cccc(CNC(=O)COC(=O)CNC(=O)c2ccc(-c3ccccc3)cc2)c1	8	-8	11	47*	6	-2	0	-9	-21	-1.5
NC1(C#Cc2ccc3oc(=O)c(-n4cc(C5(O)CCCCC5)nn4)cc3c2)CCCCC1	8	7	0	4	9	0	-3	3	-1	-1.3
Cc1ccc(N(C)C(=O)N2CCN(S(=O)(=O)c3ccc(C)cc3)CC2)cc1	-13	5	7	-10	1	0	5	3	-10	2.4
CC(=O)Nc1cccc(-c2ccnc3c2CC(C)(C(=O)Nc2ccccc2)O3)c1 (configuration not stated)	-4	5	-13	-2	2	-2	1	-3	nt	-1.9
CC1(C)C=C(c2ccc(C=O)s2)CC(C)(C)N1C=O	5	1	-14	-2	0	-6	-3	4	-4	0.6
Cc1cc2c(cn1)C(CCC#N)(CCC#N)c1ccccc1-2	-2	0	5	5	10	1	-1	-1	6	0.7
Cc1cc(C)c(S(=O)(=O)N2CCOCC2)cc1C	-1	11	-8	0	-2	-3	-3	4	-2	0.4
O=C(COC(=O)c1cccs1)NCc1cccs1	-2	9	4	0	4	0	-1	-5	-6	1.5
COc1ccccc1-c1n[nH]nc1C1=CC(=O)CC(C)(C)C1	-1	3	-4	-2	4	-6	-7	-6	4	-3.3

The list goes on, overlapping the part above by 3 compounds.
SMILES	GC-B act	ARFGAP1 inh	ASAP1 inh	NPR1 activator	rCAG binder	SMARCA2 activ	Rev-erbA mod	mABHD4 FP	HTRA1 inh	PG9 binder
Cc1cc(C)c(S(=O)(=O)N2CCOCC2)cc1C	-1	11	-8	0	-2	-3	-3	4	-2	0.4
O=C(COC(=O)c1cccs1)NCc1cccs1	-2	9	4	0	4	0	-1	-5	-6	1.5
COc1ccccc1-c1n[nH]nc1C1=CC(=O)CC(C)(C)C1	-1	3	-4	-2	4	-6	-7	-6	4	-3.3
COCCNC(=O)c1cccc(OC2CCN(Cc3ccc(Cl)c(F)c3)CC2)c1	0	-9	-11	1	-9	-3	0	-4	-2	-1.8
Cc1ccc(S(=O)(=O)N(c2ccc(Br)cc2)C2C=CS(=O)(=O)C2)cc1 (configuration not stated)	-14	1	-9	-20	2	1	-2	1	2	-0.1
O=C(OCC#CCSc1nnc(-c2cccc3ccccc23)o1)C1CCC1	1	nt	nt	2	nt	nt	0	-11	nt	nt
CCN(CC)c1nc2c3c(nc4c(c3c1C#N)CC(=O)N4c1ccc(Cl)cc1)NC(C)=N2	1	10	5	10	60*	-2	-1	19	35	-0.3
COC(=O)C1=C(C(=O)OC)C2CCCC1C1N=NN(c3ccccc3)C21 (configuration not stated)	-2	-3	-5	0	0	4	-5	-3	nt	-0.4
O=C(NC1CCCC1)C(c1cccnc1)N(CCc1ccccc1)C(=O)c1ccco1 (configuration not stated)	-11	0	-12	-9	-6	-1	2	-2	nt	-1.9
O=C(C(=O)N1CCC(CNC(=O)c2sc3ccccc3c2Cl)CC1)c1cccs1	0	7	13	0	4	-8	0	-21	nt	2.2
COc1ccc(/C=N/NC(=S)Nc2c(C)n(C)n(-c3ccccc3)c2=O)cc1OC	5	-1	-10	6	-4	-1	-5	-5	-1	-0.1
CCN(Cc1cccs1)C(=O)CN1C(=O)NC(c2ccccc2)(c2ccccc2)C1=O	-3	-10	0	-3	2	-2	-4	0	-9	-1.8
N/C(=N\OC(=O)c1ccc(F)cc1)c1ccc(Br)cc1	-1	-5	2	-1	-1	2	5	-8	-1	1.5
CC(C)CN1CCC1(C)C(=O)Nc1cccc(C#N)c1 (configuration not stated)	6	8	-1	2	0	-2	-5	0	nt	-1.3
COc1cc(C(=O)NCc2nc(C)cs2)ccc1OC1CCN(C(C)=O)CC1	1	9	0	0	-5	-1	-1	0	5	0.0
COc1ccc(-c2cc(CC3(C(=O)O)CCN(C(=O)OC(C)(C)C)CC3)on2)c(OC)c1	-1	-1	-9	2	16	-1	4	5	-2	0.0
N=c1ccn(CC(=O)c2ccc(-c3ccccc3)cc2)cc1	-2	7	10	-1	6	-6	1	6	-1	1.3
COC(=O)CN1C(=O)[C@H]2[C@@H](/C=C/c3ccccc3)N3C(=O)CN(Cc4ccccc4)C(=O)[C@@]3(C)[C@H]2C1=O	5	1	-13	0	-4	1	-1	5	-4	0.1
COc1cc(OC)c(C(=O)OC(C)C(=O)NCc2ccc3c(c2)OCO3)cc1OC (configuration not stated)	-3	6	0	-5	2	-1	8	-14	0	-0.6
COCCNC(=O)COc1ncnc2scc(-c3ccc(F)cc3)c12	1	7	4	3	4	-3	-4	6	-7	-1.4
Cc1ccc(N(C=NC#N)CC(=O)N2CCN(c3ccccc3)CC2)cc1	0	2	-2	-6	-6	-2	2	-8	8	-0.3
CC(C)c1ccc(C(O)Cc2nc3ccccc3n2C)cc1 (configuration not stated)	-4	3	-2	-1	-3	-3	-1	-2	-2	-0.1
COc1ccc(CN(C)C(=S)Nc2ccc(OC(F)F)cc2)cc1	1	-7	6	5	2	-4	1	-11	-8	0.2
O=C(CCNS(=O)(=O)c1ccc(Cl)cc1)OCC(=O)N1CCN(C(=O)c2ccco2)CC1	-4	-2	-9	-2	-4	-1	-1	6	5	-1.2
Cc1ccc(-c2csc3ncn(CC(=O)N4CCOCC4)c(=O)c23)cc1C	-2	4	-3	-1	3	6	0	-4	-1	2.0
CC(=O)C1=C(O)C2(C)c3c(O)c(C)c(O)c(C(C)=O)c3OC2CC1=O (configuration not stated)	0	11	14	-11	76*	-5	-4	-19	-11	1.3
O=C(CCN1CCN(c2ccc(F)cc2)CC1)Nc1ccccc1F	-1	-5	1	-3	-8	-1	-4	2	8	0.8
Cc1cc(NC(=O)COc2coc(CN3CCN(c4ccccc4F)CC3)cc2=O)no1	0	-4	15	2	-3	-3	2	-5	4	-0.2
O=C(CSc1nnc(-c2ccccn2)n1-c1ccccc1)c1ccc(F)cc1	-3	nt	nt	1	2	-2	3	-4	nt	nt
O=C(CCC(=O)c1ccc(-c2ccccc2)cc1)Nc1cccnc1	-8	0	-8	-4	7	-2	-5	-5	-16	-1.6
Cc1cc2cc(C(c3nnnn3Cc3ccco3)N3CCc4ccccc4C3)c(=O)[nH]c2cc1C (configuration not stated)	-5	5	10	-12	26	2	0	2	-13	-0.5
N#Cc1ccccc1COc1cccc2c1CCCC2O (configuration not stated)	-4	-2	-3	-15	-4	-5	-2	1	1	-1.8
COc1ccc(CNC(=O)c2nnn(-c3cccc(C(F)(F)F)c3)c2N)cc1	-5	6	-2	-23	0	-5	-3	-9	-13	-1.0
COC(=O)[C@]1(C)N[C@H](CN(C)S(=O)(=O)c2ccc(OC(F)(F)F)cc2)[C@@H]2C(=O)N(Cc3ccccc3)C(=O)[C@@H]21	-1	-13	-6	0	-1	-2	0	5	5	0.7
Cc1ccccc1NC(=O)CCc1c(C)nn(-c2ccc(N3CCOCC3)nn2)c1C	-3	-6	1	0	-2	-4	5	-7	6	0.7
O=C1CSC(=S)N1Cc1ccccc1	5	-3	1	1	9	-3	-4	-109	-22	-2.5
Cc1ccccc1OCC(=O)Nc1ccc(C(N)=O)cc1	5	7	14	-1	0	0	-3	8	-5	-0.8
CCOc1ccccc1N1CCN(C(=O)c2ccc(Cl)c(S(=O)(=O)N3CCCCC3)c2)CC1	-1	-7	-4	2	-2	-3	2	4	-4	0.4
Cc1ccc(OCC(=O)NCC(=O)Nc2ccc(F)cc2)c([N+](=O)[O-])n1	3	3	2	5	1	-2	-5	-10	0	0.4
CCCC(CCC)C(=O)Nc1cccc(C(=O)O)c1	2	nt	nt	2	nt	nt	-2	nt	-6	nt
CCN(CC)S(=O)(=O)c1ccc(/C=C/C(=O)OCC(=O)Nc2ccc(S(N)(=O)=O)cc2)cc1	1	13	13	7	19	-1	-4	-20	-14	-0.4
COc1ccc(C2C3=C(CCCC3=O)Nc3nc(C(F)(F)F)nn32)cc1OC (configuration not stated)	-3	-8	-6	-4	-1	-1	1	-3	-3	1.1
Cc1cc(/C=C(/C#N)C(=O)O)c(C)n1CCC(C)C	-2	2	-6	-4	7	-2	0	14	-1	-0.6
CC1CC(C)CN(CC(=O)Nc2ccc3c(c2)OCCO3)C1 (configuration not stated)	4	-2	1	-2	-3	0	5	4	-2	-1.3
O=C(c1ccccc1)N1CCCC(C(=O)N2CCCCCC2)C1 (configuration not stated)	-1	2	5	1	0	-3	-2	-1	3	-1.0
CCCS(=O)(=O)NC(=O)C1(C)CCN(C(=O)c2ccnc(Cl)c2)C1 (configuration not stated)	-2	-4	6	1	0	1	-3	7	nt	-0.5
